Hep lipid drop: inhibitors of hepatocyte lipid droplet formation, primary screen, imaging, high-throughput imaging, BODIPY stain. AID 1656, 2009. 0.4% of 240,000 active. inhibition, % at 6.5 µM. AML12 mouse hepatocytes, oleate lipid droplets;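 active means lipid droplet intensity inhibited by at least 50%, with more than 500 cells counted; inconclusive means wells with under 300 cells, treated as cytotoxic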
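Material – mouse AML12 hepatocyte cell line, fixed after treatment · Compound dosing – one dose, 6.5 µM compound · Times – compound with oleate, overnight · Measured by – Image-based BODIPY and DAPI two-channel analysis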
Myeloid diff MLP: induction of myeloid progenitor differentiation, primary screen, cell-based, flow cytometry, MLPCN library; ER-HoxA9 myeloid progenitors, lysozyme-GFP differentiation; AID 624256, 2012; 1% of 360,000 active; calls only at 10 µM;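 active means normalized GFP-positive differentiation at or above the plate's own cutoff, the solvent-only control mean plus 3 SD; inconclusive means no clear call, values can overlap the other calls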;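 further: cells exposed to compound for four days before flow analysis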
human PMI inhibition: inhibitors of human PMI, primary screen, biochemical, fluorescence intensity, coupled assay (AID 1209) | inhibition, % at 20 µM; hits with a dose series show IC50 in µM | purified PMI enzyme, coupled fluorescence intensity; higher % means a stronger effect | Mannose-6-phosphate isomerase (Homo sapiens) | 0.42% of 190,000 active; in the data active means inhibition above about 50%;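 further: plate controls were DMSO vehicle for no effect and wells lacking substrate for full effect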
TNAP activators: human TNAP enzyme activators, primary screen, biochemical, luminescent, no phosphate acceptor, uHTS (AID 1001); purified TNAP, luminescent activation assay, no phosphate acceptor; higher activation fold means a stronger effect; one-dose activation fold at 20 µM; EC50 in µM for titrated hits; Alkaline phosphatase, tissue-nonspecific isozyme (Homo sapiens); 0.03% of 200,000 active; in the data active means activation fold from about 3, or a potency from the dose series; inactive means the rest, 99 in 100 with activation fold below about 1.6; further: many of its hits are not listed in these tables
bCat nuc transl: modulators of beta-catenin nuclear translocation, primary screen, imaging, HeLa cells, immunofluorescence, high-content | nuclear translocation activity, % at 5 µM | 0.3% of 190,000 active;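 active means nuclear translocation activity above 50% at 5 µM, with a well cell count of 50 or more; inconclusive means wells under 50 cells across six images, flagged as toxic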;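 further: per-cell ratio of nuclear to cytoplasmic median beta-catenin stain intensity; plate controls were DMSO negative control for no effect and GSK-3 inhibitor IX positive control for full effect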
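Read-out: Nuclear/cytoplasmic beta-catenin signal ratio, % activation | Assay system: Human HeLa cell line | Times: 24 h compound exposure at 37°C, 5% CO2 | Signal: Fluorescence imaging of beta-catenin antibody stain plus DAPI | Dosing: 5 µM primary, 0.02–20 µM confirmation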
T cell modulator: modulators of CD8 T cell-vesicle binding, primary screen, mouse 2C CD8+ T cells, flow cytometry. AID 2052, 2009. 0.068% of 330,000 active. 2C CD8+ T cell-vesicle binding; hits give low values. calls only at 7 µM;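 active means response, share of CD8 T cells binding vesicles, and their 90th percentile fluorescence all below set limits, cut at about 80% in these data, passing the limit was not always enough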
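Assay system: 2C TCR transgenic mouse naive CD8+ T cells, MACS-purified | Read-out: CD8+ gate FL2 mean fluorescence as % of same-row positive control | Signal: High-throughput flow cytometry with anti-B7-1 and anti-CD8 staining | Timing: Binding step 1.5 h, 37 °C, antibody labelling 20 min, ice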
Dynein transport: inhibitors of GR-EGFP nuclear translocation, primary screen, dynein cargo transport inhibitor project, imaging, high-content, 3617.4 mouse cells. test concentration mostly 20 µM; stimulated with dexamethasone, 1 µM; hits give low values. z-score, hits read low. 0.47% of 220,000 active. AID 1381, 2008;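 active means plate z-score of nuclear minus cytoplasmic receptor signal below a set negative limit, without overly bright fluorescence or cell loss, cut at about -3.5 in these data, passing the limit was not always enough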;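 further: z-score of nuclear minus cytoplasmic ring GR-EGFP intensity difference per well; some compounds called inactive have numbers as strong as hits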
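Buffer or medium: tet-free, stripped-serum medium; Also added: dexamethasone, 1.0 µM final; Technique: high-content fluorescence imaging after fixation; Times: 48 h induction, 1 h compound, 30 min dex at 37 °C; Read-out: per-cell GR-EGFP intensity, nucleus versus surrounding cytoplasmic ring, well-averaged.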
MT stabilize HCS: microtubule stabilizers in HeLa cells, primary screen, imaging, high-content imaging; HeLa tubulin immunostaining HCS, 24 h; share of cells brighter than vehicle mean+2SD; % tubulin-high responders, % at 10 µM; 0.83% of 200,000 active; AID 2205, 2009;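 active means plate Z-score above 3 for both tubulin-high and condensed-nucleus cell shares, with cell loss under 80%, at 10 µM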;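 further: anti alpha tubulin signal scored within the nucleus-defined area of each cell; some results filed as inactive read as strong as hits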
Ins promoter up: insulin promoter activators in MIN6 cells, imaging, high-content screening, mouse beta cells. MIN6 insulin promoter-GFP reporter; hits give high values. 0.3% of 190,000 active. z-score at 5 µM. AID 1625, 2009;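 active means z-score above 3 at 5 µM with at least 500 cells counted in the well; inconclusive means wells under 500 cells, flagged as cytotoxic or low count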
Dynein transport cytoplasmic EGFP: recorded beside Dynein transport, whose call it bears; z-score; measured here: cytoplasmic GR-EGFP intensity; hits give high values
Dynein transport nuclear GR-EGFP: also measured in Dynein transport; calls as there; z-score; measured here: nuclear GR-EGFP intensity;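 lower value marks the stronger effect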
Dynein transport cell count: second read-out of Dynein transport, no call of its own (marks repeat the call); z-score; measured here: cell count per field
Ins promoter up cell count: further read-out of Ins promoter up, marked with its call; cell count; measured here: cytotoxicity, nuclei count;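 total cells summed across four imaged fields per well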
Hep lipid drop cells 6.5 µM: second read-out of Hep lipid drop, no call of its own (marks repeat the call); cell count; measured here: cell count, cytotoxicity flag;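 cells counted across two imaged fields per well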
bCat nuc transl cell count 5 µM: further read-out of bCat nuc transl, marked with its call; cell count; measured here: cell count, cytotoxicity flag
T cell modulator vesicle-bound %: recorded beside T cell modulator, whose call it bears; double positive events, %; measured here: CD8+ vesicle-bound cell fraction;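 binding gate set so that unloaded-vesicle control wells show 10% double positive cells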
MT stabilize HCS Hoechst-high %: recorded beside MT stabilize HCS, whose call it bears; % Hoechst-high responders; measured here: nuclear condensation Hoechst responders;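 share of cells brighter than vehicle mean plus two SD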
MT stabilize HCS cytotoxicity %: further read-out of MT stabilize HCS, marked with its call; toxicity, %; measured here: cytotoxicity by cell density;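 0% = mean cell density of plate MIN control wells and 100% = no cells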
Myeloid diff MLP GFP+ MAC1+ %: second read-out of Myeloid diff MLP, no call of its own (marks repeat the call); GFP+ MAC1+ double positive, %; measured here: differentiation confirmed by MAC1 staining
Starred values were filed as active, the others as inactive; i = inactive; ? = inconclusive; nt = not tested or not shown.

Second line of a record: Hep lipid drop	Hep lipid drop cells 6.5 µM	Myeloid diff MLP	Myeloid diff MLP GFP+ MAC1+ %	human PMI inhibition	TNAP activators	bCat nuc transl	bCat nuc transl cell count 5 µM	T cell modulator	T cell modulator vesicle-bound %	Dynein transport	Dynein transport cytoplasmic EGFP	Dynein transport nuclear GR-EGFP	Dynein transport cell count	MT stabilize HCS	MT stabilize HCS Hoechst-high %	MT stabilize HCS cytotoxicity %	Ins promoter up	Ins promoter up cell count
1	COCCCn1c(=NC(C)=O)c(C#N)cc2c(=O)n3cccc(C)c3nc21
  -17.4	634	i	0.2	nt	nt	0.3	1416	i	37.5	-0.282	-0.254	0.506	0.398	nt	nt	nt	nt	nt
2	CC1(C)Cc2c(C#N)c(SCCC#N)nc(N3CCOCC3)c2CS1
  -0.8	697	i	0.1	14.0%	1.1	-0.1	1034	i	32.3	-2.64	-0.139	-0.778	0.488	2.4	2.0	7.4	-0.47	1777
3	COC(=O)c1ccc(C(=O)OC)c(NC(=S)N2CCOCC2)c1
  -0.9	691	i	0.6	12.0%	1	0.7	1532	i	37.3	-0.00849	-0.265	0.306	-0.405	3.5	1.6	12.6	0.46	1534
4	CN(C)S(=O)(=O)c1ccc(Cl)c(C(=O)Nc2ccccc2[N+](=O)[O-])c1
  41.0	585	i	0.8	10.1%	1.2	0.9	1238	i	34.8	0.285	-0.28	-0.129	-0.153	1.7	1.9	6.4	-0.57	1414
5	O=C1/C(=C\c2ccc3c(c2)OCO3)CCC/C1=C/c1ccc2c(c1)OCO2
  nt	nt	i	0.8	-4.2%	1.1	-5.4	972	i	42.1	-0.404	-0.118	-0.133	0.513	3.7	3.8	10.6	-0.32	1201
6	Cc1oc(-c2ccccc2Cl)nc1CSCC(=O)NC1CC1
  nt	nt	i	1.0	6.0%	1.1	nt	nt	i	25.7	-0.115	-0.154	0.273	0.0201	4.0	0.9	10.8	nt	nt
7	Cc1cc(Nc2ccc(F)cc2F)n2ncnc2n1
  -23.1	708	i	2.2	-11.5%	1	-0.6	612	i	66.3	-0.514	-0.227	0.353	0.467	4.0	2.3	8.5	0.29	1129
8	COc1ccc(CNc2nn[nH]n2)cc1OC
  -0.1	769	i	5.3	0.3%	1.2	-5.6	1214	i	22.4	-0.942	-0.208	-0.594	0.915	1.5	1.7	10.7	-0.17	921
9	Clc1cccc(CN2CCN(Cc3nc(CCc4ccccc4)no3)CC2)c1
  -15.2	711	i	0.6	1.3%	1	-1.5	1038	i	10.7	-0.195	-0.218	-0.285	0.407	5.2	2.7	3.8	0.79	1485
10	COc1ccc(/C=C/C(=O)NC(=S)N2CCN(c3ccccn3)CC2)cc1OC
  9.3	763	i	0.3	10.1%	1	-0.3	1080	i	40.9	1.05	-0.0236	1.34	-1.66	3.5	1.8	11.0	0.16	1496
11	Cc1c(N=C2C=CC(=O)c3ccccc32)c(=O)n(-c2ccccc2)n1C
  -4.8	660	i	0.7	55.2%*	1.1	0.7	1100	nt	nt	-4.67*	0.43*	-2.27*	0.445*	4.4	1.9	8.6	0.29	926
12	COC(=O)CN(c1ccc(OC)cc1)S(=O)(=O)c1ccc(OC)c(OC)c1
  -46.8	742	i	0.3	8.5%	1.1	0.2	884	i	36.3	-0.625	-0.177	-0.188	1.37	2.8	1.4	59.5	-0.32	1734
13	Cc1oc(-c2ccccc2)nc1C(=O)Nc1nccs1
  nt	nt	i	0.9	8.9%	1.2	0.0	1158	i	44.2	-2.52	-0.294	-0.996	0.789	5.9	4.5	4.9	0.3	1280
14	CC(C)(C)NC(=O)C(c1ccncc1)N(C(=O)c1csnn1)c1cccc2ccccc12 (stereo not drawn)
  6.3	707	i	0.5	13.7%	1	0.2	1431	i	56.2	-0.814	-0.196	-0.621	1.73	5.9	1.0	8.1	-0.68	1462
15	O=C1C2C3C=CC(C3=C(c3ccccc3)c3ccccc3)C2C(=O)N1Cc1ccccc1 (stereo not drawn)
  -5.7	795	i	0.8	4.5%	1.1	nt	nt	i	43.1	-0.61	-0.334	-0.216	0.707	1.1	0.6	7.0	nt	nt
16	COC(=O)C1=C(C)NC(=S)NC1c1ccco1 (stereo not drawn)
  11.8	679	i	0.0	-8.0%	1	-3.2	1040	i	43.7	0.0304	-0.189	-0.00471	-0.141	2.3	2.9	5.8	0.05	1634
17	COc1c(C)cc(S(=O)(=O)NC2CC(C)(C)NC(C)(C)C2)c(C)c1C
  -6.3	753	i	0.9	1.0%	1.1	6.5	447	i	36.4	3.64	-0.177	1.73	-1.39	4.3	2.1	2.3	nt	nt
18	Fc1ccccc1/C=C/c1ccc2ccccc2n1
  -10.3	569	i	0.4	22.2%	1.1	-0.1	950	i	27.8	0.187	-0.223	0.352	-0.0281	3.3	1.6	4.4	0.41	1402
19	O=C(NC1CCCC1)C(c1ccncc1)N(C(=O)c1csnn1)C1CCCC1 (stereo not drawn)
  5.6	682	i	0.7	3.7%	1	0.5	994	i	34.7	-1.14	-0.292	-0.465	1.28	2.8	1.3	8.3	0.23	1391
20	O=C(NCc1ccc2c(c1)OCO2)C1CCN(S(=O)(=O)c2cccs2)CC1
  nt	nt	i	0.7	1.2%	1.1	-0.8	1149	i	15.3	-0.312	-0.237	-0.00603	0.912	2.2	1.5	1.1	0.2	1256
21	CNc1nc2cc([N+](=O)[O-])c([N+](=O)[O-])cc2nc1NC
  -23.7	409	?	nt	-3.3%	1	0.0	1072	i	52.0	0.188	-0.0808	0.161	-0.692	5.5	1.2	2.5	?	nt
22	O=C(CCN1C(=O)c2ccccc2C1=O)C1=NN[C@@H]2C(=O)N(c3ccc4c(c3)OCCO4)C(=O)[C@H]12
  -18.2	743	i	0.6	nt	nt	-0.8	1356	i	13.3	-0.0984	-0.188	-0.0697	1.01	nt	nt	nt	-0.85	982
23	CN(c1ccc(C(=O)N2CCN(c3ccc(F)cc3)CC2)cc1)S(C)(=O)=O
  -0.1	723	i	3.2	-0.7%	1.1	nt	nt	i	51.0	-0.103	-0.21	0.267	-0.0885	3.7	1.3	8.2	0.04	1253
24	COc1ccc(Cl)cc1NC(=O)c1ccccc1C
  -10.4	733	i	0.5	-6.4%	1.1	-4.6	526	i	35.1	0.357	-0.265	-0.0353	0.149	3.3	2.1	2.7	nt	nt
25	Cc1cc(C)c(NC(=S)NCCCSC2CCCCC2)c(C)c1
  -64.9	742	i	0.6	4.6%	1.1	-1.0	1105	i	38.7	3.39	-0.018	1.5	-1.86	3.4	1.7	3.2	nt	nt
26	CCOP(=O)(OCC)c1nc(/C=C/c2ccccc2)oc1NCc1ccc(OC)cc1
  -36.7	723	i	1.1	11.4%	1.1	nt	nt	i	30.9	-0.996	-0.275	-0.601	1.08	1.5	0.6	8.6	-0.17	725
27	CC(c1ccncn1)N(C)Cc1nc(Cc2ccccc2F)no1 (stereo not drawn)
  -2.7	729	i	2.4	-2.2%	1.1	-1.0	1011	i	46.7	1.63	-0.137	0.595	-0.432	2.5	2.1	3.9	0.72	1438
28	O=c1c2ccccc2nnn1COc1cccc(Cl)c1
  9.2	678	i	0.3	-12.6%	1	1.8	1084	i	42.9	0.896	-0.285	0.697	-1.59	4.8	3.6	10.6	-0.55	1188
29	COC(=O)c1c(NC(NC(=O)C(C)C)C(Cl)(Cl)Cl)sc2c1CCC2 (stereo not drawn)
  13.4	617	i	1.1	18.3%	1.1	-0.8	526	i	33.2	0.196	-0.265	-0.0336	-0.52	3.4	3.9	11.2	-0.22	1479
30	Cc1[nH]n(C(N)=S)c(=O)c1N=Nc1ccc(S(=O)(=O)N2CCCCCC2)cc1
  -0.8	761	i	0.1	0.8%	1	-0.6	985	i	25.5	-0.339	-0.344	-0.276	0.616	1.6	1.4	5.4	0.38	908
31	O=C(NNc1ccccc1[N+](=O)[O-])NC1CCCCC1
  -11.2	725	i	0.2	-5.3%	1	0.9	917	i	56.6	0.213	-0.198	0.0171	0.43	2.4	2.9	7.3	-0.68	957
32	O=C(CSc1cccc[n+]1[O-])c1ccc(-c2ccccc2)cc1
  2.6	652	i	0.3	-18.9%	1	-3.1	1087	i	33.2	-1.69	0.0374	-0.834	1.33	2.5	3.4	5.5	-0.16	1251

Screens as filed in PubChem BioAssay.
